GDH-TPI inh: counter-screen for M. tuberculosis FBA inhibitors: GDH-TPI coupled enzymes; 1.2% of 360,000 active; GDH-TPI coupled enzyme counterscreen, NADH absorbance; inhibition, % at 4.8 µM; in the data active = inhibition above about 30%;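 note: 0% = DMSO wells and 100% = wells lacking the enzyme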
BoNT F protease: BoNT F light chain protease inhibition | Multiplex microsphere protease cleavage assay, flow cytometry | inhibition, % at 10 µM | 0.22% of 360,000 active | AID 588497; in the data active = inhibition above about 35%, passing the limit was not always enough; inconclusive = no clear call, values can overlap the other calls; note: plate controls were buffer without enzyme for full effect and enzyme alone for no effect
Rv3671c inh: Rv3671c (M. tuberculosis) protease inhibition; P9WHR9; inhibition, % at 5.96 µM; 0.048% of 320,000 active; AID 2606; in the data active = inhibition above about 38%;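 note: extracellular domain of Rv3671c used as enzyme; 0% = enzyme with DMSO and 100% = no enzyme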
Target sequence (P9WHR9 whole entry, looked up, the tested form may be a part): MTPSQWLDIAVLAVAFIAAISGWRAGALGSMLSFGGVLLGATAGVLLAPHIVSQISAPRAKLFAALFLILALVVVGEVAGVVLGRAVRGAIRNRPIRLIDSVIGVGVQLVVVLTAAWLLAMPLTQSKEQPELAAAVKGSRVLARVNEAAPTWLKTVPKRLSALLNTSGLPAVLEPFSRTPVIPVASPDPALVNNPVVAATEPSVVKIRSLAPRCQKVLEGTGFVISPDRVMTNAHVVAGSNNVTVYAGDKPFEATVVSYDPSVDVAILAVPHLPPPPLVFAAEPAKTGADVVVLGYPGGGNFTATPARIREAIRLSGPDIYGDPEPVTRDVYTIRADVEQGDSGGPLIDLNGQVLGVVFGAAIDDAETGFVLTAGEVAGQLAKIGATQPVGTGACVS
UGM FP inh: inhibitors of M. tuberculosis UDP-galactopyranose mutase | purified UGM, fluorescence polarization probe displacement | inhibition, % at 10 µM | 0.06% of 320,000 active | AID 504406; in the data active = inhibition above about 10%, passing the limit was not always enough; inconclusive = no clear call, values can overlap the other calls
Target sequence (P9WIQ1 whole entry, looked up): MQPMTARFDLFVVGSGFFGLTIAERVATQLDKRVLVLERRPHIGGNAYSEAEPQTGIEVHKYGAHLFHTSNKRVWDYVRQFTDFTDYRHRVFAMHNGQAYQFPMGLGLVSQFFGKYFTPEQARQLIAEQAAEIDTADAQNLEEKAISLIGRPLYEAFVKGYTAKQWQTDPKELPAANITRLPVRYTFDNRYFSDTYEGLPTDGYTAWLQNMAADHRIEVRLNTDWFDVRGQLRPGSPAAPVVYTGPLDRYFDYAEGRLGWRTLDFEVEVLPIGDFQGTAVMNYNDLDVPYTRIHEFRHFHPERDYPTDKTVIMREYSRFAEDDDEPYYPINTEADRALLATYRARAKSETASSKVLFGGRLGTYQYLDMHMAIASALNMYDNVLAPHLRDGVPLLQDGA
Mtb FBA inh: Mtb fructose-bisphosphate aldolase inhibition; AID 588726; 2.3% of 360,000 active; P9WQA3; inhibition, % at 1 µM; purified M. tuberculosis FBA, fluorescence read-out; in the data active = inhibition above about 27%;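 note: 0% = vehicle and 100% = reference inhibitor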
FadD28 binding: inhibitors of Mycobacterium tuberculosis FadD28 bisubstrate binding; 0.22% of 360,000 active; FadD28 bisubstrate probe binding, fluorescence polarization; inhibition, % at 12.5 µM; in the data active = inhibition above about 8.5%, passing the limit was not always enough; inconclusive = no clear call, values can overlap the other calls
MazF activator: activators of E. coli MazEF toxin-antitoxin RNase | P0AE70 | FAM/BHQ RNA-DNA oligo cleavage fluorescence, 5 h | activation, % at 20 µM | 0.32% of 350,000 active | AID 504720; in the data active = activation above about 50%
Target sequence (P0AE70 whole entry, looked up): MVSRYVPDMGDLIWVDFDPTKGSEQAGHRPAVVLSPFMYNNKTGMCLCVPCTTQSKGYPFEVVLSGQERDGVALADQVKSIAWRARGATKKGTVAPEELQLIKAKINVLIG
PrPC surface inh: reduces human prion protein on the cell surface. P04156. cell surface PrPC, TR-FRET read-out. inhibition, % at 13.8 µM. 0.43% of 370,000 active; in the data active = inhibition above about 24%; note: 0% = median of the test wells and 100% = reference compound wells
Mtb BioA inh: blocks M. tuberculosis BioA enzyme activity; inhibition, % at 9.99 µM; purified M. tuberculosis BioA enzyme, plate reader; 0.096% of 360,000 active; AID 602481; in the data active = inhibition above about 40%; inconclusive = no clear call, values can overlap the other calls
The depositor's hits bear a star; u = inconclusive; x = no result given; + = active, no number; & = joins results of further samples. An unsorted share of the library. About 4.8% of those tested had a hit in this group.

SMILES	GDH-TPI inh	BoNT F protease	Rv3671c inh	UGM FP inh	Mtb FBA inh	FadD28 binding	MazF activator	PrPC surface inh	Mtb BioA inh
CNc1nc(-c2ccc3c(c2)CCN3C(=O)c2cccc(F)c2)cs1	31*	4	12	-0.2	1	-1.0	-2	5	x
COc1ccccc1CNC(=O)COc1ccccc1OC	2	u	2	0.2	4	-2.0	10	-1	-0.7
CCN(c1ccc(OC)cc1)S(=O)(=O)c1cc(-c2cc(C)no2)ccc1C(C)C	5	5	-12	2.9	3	-1.1	-21	0	x
O=C(NCC(c1ccco1)N1CCCC1)c1ccc(Cl)cc1 (stereo unspecified)	3	x	-7	-0.9	3	-0.4	3	2	-1.1
Cc1ccc(NC(=O)CSc2ncc(S(=O)(=O)c3ccccc3)c(=O)[nH]2)cc1C	7	-2	-2	3.1	3	-2.7	5	5	1.0
COCCn1c(C)cc(C(=O)COC(=O)C2CC(=O)N(CCc3ccc(OC)c(OC)c3)C2)c1C (stereo unspecified)	5	-13	2	2.1	0	-1.1	0	-1	x
Cc1nn(-c2ccccc2)c(C)c1NC(=O)COC(=O)Cc1ccccc1	-7	10	3	3.4	0	-2.5	-3	-2	-0.2
CCC(C)NC(=O)CSc1nc2cc(S(=O)(=O)N3CCOCC3)ccc2n1CC (stereo unspecified)	-3	-7	0	0.0	-1	-2.1	9	-6	x
Nc1c(C(=O)CSc2nnc(-c3ccccc3F)o2)c(=O)[nH]c(=O)n1C1CC1	-8	4	0	-3.8	-3	-1.3	-73	-4	2.0
CS(=O)(=O)Nc1cccc(C2=NN(C(=O)c3cccc(F)c3)C(c3cccs3)C2)c1 (stereo unspecified)	5	0	-4	0.8	5	-2.8	0	2	9.4

Reprinted from the part before: four entries, then new ones.
SMILES	GDH-TPI inh	BoNT F protease	Rv3671c inh	UGM FP inh	Mtb FBA inh	FadD28 binding	MazF activator	PrPC surface inh	Mtb BioA inh
Cc1nn(-c2ccccc2)c(C)c1NC(=O)COC(=O)Cc1ccccc1	-7	10	3	3.4	0	-2.5	-3	-2	-0.2
CCC(C)NC(=O)CSc1nc2cc(S(=O)(=O)N3CCOCC3)ccc2n1CC (stereo unspecified)	-3	-7	0	0.0	-1	-2.1	9	-6	x
Nc1c(C(=O)CSc2nnc(-c3ccccc3F)o2)c(=O)[nH]c(=O)n1C1CC1	-8	4	0	-3.8	-3	-1.3	-73	-4	2.0
CS(=O)(=O)Nc1cccc(C2=NN(C(=O)c3cccc(F)c3)C(c3cccs3)C2)c1 (stereo unspecified)	5	0	-4	0.8	5	-2.8	0	2	9.4
Cc1ccc(-c2cc(-c3n[nH]c(=S)o3)c3ccccc3n2)cc1	7	-11	-4	-2.0	9	-4.2	3	-5	x
CCN1C(=O)CC(N2CCC(Nc3ccc(OC)cc3)CC2)C1=O (stereo unspecified)	0	3	1	-1.1	3	0.0	-2	-1	-0.8
Cc1nc2ccccc2n1CCc1nc2c3ccccc3nc(SCC(=O)NCc3ccco3)n2n1	-1	1	-44	0.8	3	-1.0	-8	-1	-1.0
CN(C)C1=NCCN1CCCCc1ccccc1	5	-1	-9	2.3	3	-0.4	2	-4	-1.4
CCOc1cccc(-c2nnc3sc(COc4ccc(C)cc4)nn23)c1	4	-5	0	-1.2	-2	-4.5	-8	-4	-0.8
O=C(CCS(=O)(=O)c1ccccc1)N1CCCc2ccccc21	-7	-3	-5	0.7	1	-2.9	10	0	0.9
CCOc1ccc2c(C)cc(=O)oc2c1OCC	12	6	7	-1.9	10	-0.7	4	-2	-2.5
CCCC#Cc1cnc2c(c1)C(=O)N([C@H](C)CO)C[C@@H](C)[C@H](CN(C)S(=O)(=O)c1cccc(OC)c1)O2	-2	-5	x	x	4	1.3	-1	7	0.1&-1.7&1.2
COc1ccc(S(=O)(=O)N2CCCCC2)cc1NC(=O)C1CC1C (stereo unspecified)	10	-2	0	x	4	-0.5	-1	1	-0.8
S=C(NCCc1c[nH]c2ccccc12)NC1CCCCC1	-5	-8	7	-0.2	1	-0.5	7	3	x
Cc1cc(=O)oc2c(C)c(OC(C)C(=O)NC3CCN(Cc4ccccc4)CC3)ccc12 (stereo unspecified)	8	-4	5	-0.9	15	-1.8	16	-13	-3.7
CCN(CC)CC(O)COc1ccc2c(c1)OCO2 (stereo unspecified)	6	-4	-3	2.3	1	-0.6	2	-8	-2.1
Cc1ccc(S(=O)(=O)NC(=O)COc2ccccc2C)cc1	10	-20	8	1.5	0	0.4	0	-1	-1.9
CCN(CC)c1ccc(/C=N/NC(=O)c2cc3ccccc3[nH]2)cc1	32*	x	8	-1.4	10	2.3	24	9	0.2
CCCN(CC(=O)Nc1cc(C)on1)CC(=O)Nc1ccc(F)c(F)c1F	-2	x	-6	2.6	-1	-5.6	2	6	6.2
C=CCn1c(SCC(=O)NCC2CCCO2)nc2scc(-c3ccc(OC)cc3)c2c1=O (stereo unspecified)	8	1	-10	0.8	-1	x	10	-1	0.6
CC(O)CN1CCN(C(=O)CN2C(=O)NC(c3ccccc3)(c3ccccc3)C2=O)CC1 (stereo unspecified)	3	-5	4	-0.8	5	0.3	4	-8	0.0
CC(C)(O)[C@@H]1Cc2c(ccc3ccc(=O)oc23)O1	12	-4	8	-1.1	+	-2.9	-1	-3	-0.2
O=C(/C=C/c1ccco1)N(Cc1cccc(Cl)c1)C1CCS(=O)(=O)C1 (stereo unspecified)	7	-9	7	-0.2	1	-1.7	6	2	x
COc1c(C)cc(C(O)c2ncc(-c3cccc4ccccc34)[nH]2)cc1C (stereo unspecified)	1	2	x	x	35*	-1.3	x	0	0.5
O=C(/C=C/c1ccco1)NC(=S)Nc1ccccc1Br	36*	x	-1	1.0	0	-2.2	3	-2	0.6
COc1cc(C(=O)O)cc(NC(=O)c2cccs2)c1OC	19	3	-1	1.1	-3	-0.6	3	5	-0.5
COc1ccc(OC)c(NC(=O)C(CCSC)NS(=O)(=O)c2cccs2)c1 (stereo unspecified)	0	2	-2	0.8	-1	-0.4	10	4	1.1
COC(=O)c1ccc(CSc2nnc(NC(=O)C3CC(=O)N(Cc4ccc(C)cc4)C3)s2)cc1 (stereo unspecified)	6	-1	-3	0.3	2	-1.1	-2	1	1.0
Oc1ccc(Br)cc1/C=N/N1CCCCC1	5	-13	-4	-0.6	4	-3.0	-3	5	0.8
CN1CCN(C(=O)C2=C[C@H](c3ccc4c(c3)OCO4)C[C@H](OCc3ccc(CO)cc3)O2)CC1	6	4	-1	0.8	0	-0.4	6	-10	2.1
NC(=O)c1cccc(-c2ccnc3c2CC(C(=O)Nc2cccc(C(F)(F)F)c2)O3)c1 (stereo unspecified)	-3	-7	x	x	-1	-9.3	x	-9	1.0
COc1ccccc1N1CCN(Cc2cc3c(cc2Br)OCCO3)CC1	-2	5	7	2.7	0	-0.3	-7	-4	3.5
Cc1cc(C)n2nc(C(=O)OC(C)C(=O)c3ccccc3)nc2n1 (stereo unspecified)	-5	6	5	0.5	2	0.3	2	-2	-2.5
CCN(CC)S(=O)(=O)c1ccc(N2CCOCC2)c(NC(=O)COc2ccccc2)c1	-1	-2	-7	0.7	-3	-4.5	-4	-6	0.0
COc1cc(N/C(N)=N/c2nc(C)cc(C)n2)c(OC)cc1Cl	7	4	4	-1.9	0	-5.0	-1	5	x
COc1ccc(-n2c(=O)c3ccccc3c3ccccc3c2=O)cc1	-12	-1	2	-0.3	5	-2.8	3	4	0.5
Cc1ccc(S(=O)(=O)N(C)c2ccc(C(=O)O)cc2)cc1	14	5	2	-0.5	-10	-1.6	6	1	-2.2
COc1ccc(C(=O)C2CCCN(Cc3cn(C)nc3-c3ccccc3)C2)cc1F (stereo unspecified)	11	0	10	-4.4	0	-1.3	-2	-1	x
CCCC(C)C(=O)Nc1ccc(C(N)=O)cc1 (stereo unspecified)	1	2	4	-0.2	-1	-1.6	8	6	2.3
CCCCn1c(N)c(N(CCOC)C(=O)c2ccc(N3CCCC3=O)cc2)c(=O)[nH]c1=O	-4	-7	0	-2.6	0	-1.9	5	-10	2.4
O=C(O)c1cc2n(n1)C(C(F)(F)F)CC(C1CC1)N2 (stereo unspecified)	10	-10	5	1.9	-2	1.3	0	-11	-2.1
Cc1ccc(C(=O)Nc2ccc(N3CCN(C)CC3)cc2)cc1	-1	-41	3	-0.4	4	1.0	-1	12	0.1
CCOc1ccc(NC(=O)CCC(=O)N/N=C2\CCCc3ccccc32)cc1	4	-4	x	-0.1	0	-2.9	-6	-3	-3.7
O=C(COC(=O)CCSc1ccc(Cl)cc1)NCc1ccco1	-2	4	2	0.3	1	-1.6	-4	2	-0.8
CCc1nnc(NC(=O)CSc2nnc(-c3c[nH]c4ccccc34)n2CC)s1	-3	-1	2	4.6	-1	-5.3	-9	-5	14
COc1ccc(CC(=O)Nc2nc3ccccc3s2)cc1S(=O)(=O)N1CCOCC1	-7	1	-5	1.3	-14	5.7	0	-5	x
CCCCN(C)c1nc(-c2ccco2)c2c(c1C#N)CC(C)(C)OC2	10	13	-5	-0.4	9	-0.9	-5	-1	4.4
CCOC(=O)c1c(C)[nH]c(C)c1C(=O)COC(=O)/C=C/c1cccc(C(F)(F)F)c1	10	-8	-14	-1.7	-2	-4.0	-4	2	3.9
O=C(NCc1ccc2c(c1)OCO2)c1cnc2ccccn2c1=O	25	0	-7	1.2	2	-1.1	0	1	0.9
O=C(CCCN1C(=O)/C(=C/c2cccs2)SC1=S)Nc1cccc(O)c1	-10	-6	-10	2.2	-4	-3.5	12	2	-1.2
Cc1ccc2oc(C(=O)NC3CCS(=O)(=O)C3)cc(=O)c2c1 (stereo unspecified)	0	6	6	1.9	2	-1.3	-29	1	-0.9
O=C(NNS(=O)(=O)c1ccc(Br)cc1)c1cccs1	-3	-1	-1	0.0	-3	1.7	6	4	x
Cc1cccc([C@H](NC(=O)OC(C)(C)C)C(=O)OC(C)(C)C)c1	3	-2	7	-0.8	0	-3.4	0	-3	0.9
COc1cc(/C=C(/C#N)c2ccc(C)cc2)ccc1Oc1ccc([N+](=O)[O-])cn1	18	0	-5	5.9	0	-0.1	7	1	-0.1

Additional records follow:
SMILES	GDH-TPI inh	BoNT F protease	Rv3671c inh	UGM FP inh	Mtb FBA inh	FadD28 binding	MazF activator	PrPC surface inh	Mtb BioA inh
O=C1NC(c2ccccc2)=NC1(NS(=O)(=O)c1ccc(Cl)cc1)C(F)(F)F (stereo unspecified)	-4	1	-3	-1.2	1	-2.1	-5	3	-0.4
COc1ccc(NS(=O)(=O)c2ccc(NC(C)=O)cc2)c(OC)c1	-4	-17	-4	0.3	2	-2.6	7	-1	x
N#CCCCn1c(-c2ccccc2)noc1=O	3	-2	7	-0.1	3	-3.2	2	-3	-1.1
CN(CC(=O)Nc1ccccc1Cl)C(=O)Cn1nnc(-c2ccc(F)cc2)n1	7	-5	1	-0.6	1	-0.2	-8	0	-1.0
Cc1cc(C)cc(N(CC(=O)NC(C)C)C(=O)CCC(=O)Nc2ccccn2)c1	8	u	4	-0.3	-2	-0.5	4	6	-0.9
CCCC(=O)n1nc(-c2ccc(C)cc2)nc1NCc1ccco1	-1	-1	9	-0.9	2	-0.8	-8	3	-0.4
COc1ccc(-[n+]2c(-c3ccccc3)cc(-c3ccccc3)cc2-c2ccccc2)cc1	x	x	-6	1.1	x	x	20	7	x
Cc1ccc(C(=O)N/C(N)=N/c2nc3ccccc3o2)cc1	16	5	-5	-0.3	0	1.5	15	0	-1.3
O=C1NN=C(c2ccc(Cl)cc2)CC1c1cccc(Br)c1 (stereo unspecified)	-5	-4	-1	5.5	-1	-0.3	1	-4	x
CCOC(=O)N1CCN(S(=O)(=O)c2cc3c(cc2C)NC(=O)CO3)CC1	5	0	-2	1.0	-2	0.0	3	-3	1.4
COc1cccc(C2c3[nH]c4ccccc4c3C[C@H]3C(=O)N(c4ccccc4C(=O)N4CCC(C(=O)O)CC4)C(=O)N23)c1 (stereo partly specified)	6	-9	-17	-0.9	2	-1.4	-8	2	1.0

Three entries from above, with values under each structure:
Values run as follows: GDH-TPI inh	BoNT F protease	Rv3671c inh	UGM FP inh	Mtb FBA inh	FadD28 binding	MazF activator	PrPC surface inh	Mtb BioA inh
> Cc1cc(C)cc(N(CC(=O)NC(C)C)C(=O)CCC(=O)Nc2ccccn2)c1
  8	u	4	-0.3	-2	-0.5	4	6	-0.9
> CCCC(=O)n1nc(-c2ccc(C)cc2)nc1NCc1ccco1
  -1	-1	9	-0.9	2	-0.8	-8	3	-0.4
> COc1ccc(-[n+]2c(-c3ccccc3)cc(-c3ccccc3)cc2-c2ccccc2)cc1
  x	x	-6	1.1	x	x	20	7	x

Screening results (PubChem BioAssay)
